S1P4 antag: S1P4 receptor antagonists, primary screen, cell-based; actives 0.26% (n = 220,000); Sphingosine 1-phosphate receptor 4 (Homo sapiens), O95977; AID 1510, 2009; inhibition, % at 4.98 µM; S1P4-expressing cells, antagonist mode, reporter read-out; in the data active = inhibition above about 29%;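 also: 0% = wells stimulated with agonist and 100% = vehicle wells without agonist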
Target sequence (O95977 whole entry, looked up): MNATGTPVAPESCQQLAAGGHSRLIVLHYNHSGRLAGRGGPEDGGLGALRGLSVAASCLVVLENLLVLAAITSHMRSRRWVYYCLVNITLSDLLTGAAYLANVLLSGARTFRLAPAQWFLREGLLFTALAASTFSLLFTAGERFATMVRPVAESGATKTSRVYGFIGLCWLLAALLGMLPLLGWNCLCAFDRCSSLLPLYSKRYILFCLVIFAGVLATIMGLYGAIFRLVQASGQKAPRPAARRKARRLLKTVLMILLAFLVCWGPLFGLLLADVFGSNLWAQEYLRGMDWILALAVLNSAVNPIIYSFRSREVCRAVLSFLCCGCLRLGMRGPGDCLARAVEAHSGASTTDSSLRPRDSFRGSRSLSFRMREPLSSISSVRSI
BaF3 parental: parental Ba/F3 cell viability inhibition, counter-screen for JAK2V617F inhibitor project, murine pro-B, CellTiter-Glo luminescence. CellTiter-Glo ATP luminescence. inhibition, % at 5.6 µM. actives 1.1% (n = 220,000). AID 1486, 2009;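 active = inhibition above a per-campaign cutoff, the mean inhibition of all tested compounds plus 3 SD, cut at about 27% in these data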;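 also: 0% = DMSO wells and 100% = JAK Inhibitor I control wells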
CHOP inh: inhibitors of CHOP promoter induction, primary screen, cell-based, unfolded protein response, luciferase reporter; CHO-K1 CHOP-promoter luciferase, tunicamycin-induced, 15-18 h; inhibition, % at 10 µM; actives 3.8% (n = 220,000);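 active = compounds that reduced the stress-induced luciferase reporter signal by more than about 70% of percent inhibition, limit read from the data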;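 also: 0% = tunicamycin plus vehicle and 100% = wells without tunicamycin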
NPY1 pot ag: NPY-Y1 receptor potentiators or agonists, primary screen, cell-based; Neuropeptide Y receptor type 1 (Homo sapiens), P25929; NPY-Y1 expressing cells, potentiator/agonist activation; activation, % at 3.6 µM; actives 0.37% (n = 220,000); in the data active = activation above about 33%, passing the limit was not always enough;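 also: cells stimulated with NPY at EC10 then isoproterenol at EC100; 0% = low agonist plus stimulus and 100% = saturating agonist plus stimulus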
NPY-Y2 PAM-ag: NPY-Y2 potentiators or agonists, primary screen, cell-based. Neuropeptide Y receptor type 2 (Homo sapiens), P49146. cells expressing NPY-Y2, potentiator/agonist read-out. activation, % at 3.6 µM. actives 0.45% (n = 220,000). AID 1359, 2008; in the data active = activation above about 27%;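 also: cells stimulated with NPY near EC25 plus isoproterenol at EC100; 0% = vehicle plus submaximal agonist and 100% = vehicle plus saturating agonist; some results beyond the cut were filed as inactive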
Target sequence (P49146 whole entry, looked up): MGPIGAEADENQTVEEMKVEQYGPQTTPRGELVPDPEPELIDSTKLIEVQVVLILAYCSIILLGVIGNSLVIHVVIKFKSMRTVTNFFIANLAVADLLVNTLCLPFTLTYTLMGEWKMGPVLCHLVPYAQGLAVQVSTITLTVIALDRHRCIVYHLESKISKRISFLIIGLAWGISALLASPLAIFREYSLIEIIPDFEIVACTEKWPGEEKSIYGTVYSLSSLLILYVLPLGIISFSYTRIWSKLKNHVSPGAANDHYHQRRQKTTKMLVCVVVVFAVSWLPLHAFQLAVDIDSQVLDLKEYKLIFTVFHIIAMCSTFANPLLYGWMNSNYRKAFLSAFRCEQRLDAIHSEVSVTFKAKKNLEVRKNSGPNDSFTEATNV
Ba/F3 V617F tox: reduced viability of JAK2V617F-dependent Ba/F3 cells, primary screen, JAK2V617F inhibitor project, cell-based, Ba/F3 EpoR-JAK2V617F, luminescence | inhibition, % at 5.6 µM | actives 1.1% (n = 220,000) | ATP luminescence;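 active = inhibition above the campaign mean plus 3 SD over all tested compounds, cut at about 24% in these data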;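 also: cytokine-independent growth of Ba/F3 cells driven by EpoR plus mutant JAK2; 0% = DMSO-treated cells and 100% = JAK inhibitor I control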
NPY-Y1 antag: NPY-Y1 receptor antagonists, primary screen, cell-based. Neuropeptide Y receptor type 1 (Homo sapiens), P25929. HEK293-CNG Y1 cells, membrane potential fluorescence; NPY at EC95, then isoproterenol. inhibition, % at 3.6 µM. actives 1% (n = 200,000). AID 1040, 2008;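 active = inhibition above the campaign mean inhibition of all tested compounds plus 3 SD, cut at about 20% in these data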;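 also: 0% = DMSO wells given NPY plus isoproterenol and 100% = isoproterenol alone without NPY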
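Material: HEK293 cells co-expressing NPY Y1 receptor and cyclic-nucleotide gated channel. Timing: compound incubation 1 h at room temperature, readout 45 min post-stimulation. Signal: fluorescence, membrane potential probe.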
S1P4 ag: S1P4 receptor agonists, primary screen, cell-based. activation, % at 4.98 µM. actives 0.35% (n = 220,000). S1P4-expressing cell line, agonist reporter assay. Sphingosine 1-phosphate receptor 4 (Homo sapiens), O95977. AID 1509, 2009; in the data active = activation above about 11%;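 also: 0% = DMSO vehicle and 100% = reference agonist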
NCF1 inh: p47phox/p22phox peptide binding inhibitors, primary screen, biochemical, uHTS, NADPH oxidase regulatory subunit. Neutrophil cytosol factor 1 (Homo sapiens), P14598. fluorescence polarization, 2 h. inhibition, % at 24.7 µM. actives 0.53% (n = 220,000);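 active = inhibition above about 30%, limit read from the data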;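 also: 0% = p47phox with labelled peptide and 100% = labelled peptide alone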
* hit, by the source's call; nt = not tested or not shown.

SMILES	S1P4 antag	BaF3 parental	CHOP inh	NPY1 pot ag	NPY-Y2 PAM-ag	Ba/F3 V617F tox	NPY-Y1 antag	S1P4 ag	NCF1 inh
NC(=O)C1(N2CCCCC2)CCN(C(=O)c2ccc(C#Cc3ccccc3)o2)CC1	9	4	79*	63*	66*	2	-5	-1.2	-11
Cc1cccc(C(=O)Nc2ccnc(-c3ccncc3)n2)c1	-15	6	8	0	9	2	0	1.8	-9
CCc1ccc2[nH]c(=O)c(CN(CCCN3CCOCC3)C(=O)Nc3ccc(Cl)cc3)cc2c1	6	-2	58	-4	13	2	3	-0.3	-9
O=C(CNC(=O)c1cccs1)OCC(=O)c1ccc(Br)cc1	-9	8	-10	6	-6	-2	-1	-1.3	4
O=C(OCc1ccccc1)C1=NNC2C(=O)N(c3ccc(Br)cc3)C(=O)C12 (centres undefined)	-6	1	49	16	-8	-3	nt	-0.3	-11
O=C(N/N=C/c1ccc(OCCCF)cc1)c1cc(OCC(F)(F)F)ccc1OCC(F)(F)F	-25	7	62	-13	-15	-3	9	2.2	-4
Cc1cc(=O)oc(C)c1C(=O)NCC1COc2ccccc2O1 (centres undefined)	-8	5	20	-19	-6	1	4	-0.3	-13
O=c1sc(Nc2ccccc2)nc2ccccc12	0	-4	2	16	-3	-6	-4	1.9	-9
O=c1cnnc(Nc2ccc(Nc3ccccc3)cc2)[nH]1	10	3	15	-19	-12	-1	-3	0.2	-14
O=S(=O)(Nc1nc2ccccc2nc1NCc1ccco1)c1ccc(F)cc1	-5	-1	5	6	-1	-2	nt	0.9	-17
CCCCNc1nc(CC(C)=O)ns1	1	3	-18	-1	-3	0	2	-0.1	-10
Cc1cc(C)nc(-n2nc(C)c(Sc3ccc(F)cc3)c2N)n1	-11	6	-39	-32	2	-1	7	0.6	-1
O=C(O)c1ccc(NC(=O)c2cn(-c3ccccc3)nc2-c2ccccc2)cc1	3	5	-31	10	-1	3	-6	-1.0	-5
Cc1nc2ccc3nc(NC(=O)c4ccco4)sc3c2s1	-7	6	nt	-3	8	0	4	1.2	nt
O=C(NCCc1csc(-c2ccc(C(F)(F)F)cc2)n1)c1cccs1	-6	3	48	-15	-13	2	9	-1.0	0
COCCNC(=O)CCc1nnc(C2(c3ccc(Cl)cc3)CCC2)o1	-12	5	58	0	9	0	5	-0.5	-6
CCCn1c(=S)[nH]c2ccccc2c1=O	2	2	11	-2	-1	5	4	-0.6	-2
CCC(=O)Nc1nnc(/C=C/c2ccc(OC)cc2)s1	9	4	-11	-9	-4	3	nt	0.0	-13
Cc1cccc(OCCNC(=S)NC(=O)c2cccnc2)c1	10	4	-4	-17	-7	-3	0	-1.3	-16
Cc1cc(=O)n2[nH]c(-c3ccco3)nc2n1	-8	6	11	5	4	-3	-3	2.2	-5

Overlap with the part before: two compounds, then new ones.
SMILES	S1P4 antag	BaF3 parental	CHOP inh	NPY1 pot ag	NPY-Y2 PAM-ag	Ba/F3 V617F tox	NPY-Y1 antag	S1P4 ag	NCF1 inh
Cc1cccc(OCCNC(=S)NC(=O)c2cccnc2)c1	10	4	-4	-17	-7	-3	0	-1.3	-16
Cc1cc(=O)n2[nH]c(-c3ccco3)nc2n1	-8	6	11	5	4	-3	-3	2.2	-5
Cc1ccc(/C=N/NC(=O)Cn2cncn2)cc1	-14	4	-8	19	10	1	5	1.2	-21
CCn1cc(CN2CCc3c([nH]c4ccccc34)C2c2ccc(F)c(OC)c2)c(C)n1 (centres undefined)	13	1	70*	13	4	-4	3	0.2	-9
CC(C)c1nc(C(=O)N2CCCC(CCC(=O)N(C)CCc3ccccn3)C2)cs1 (centres undefined)	-3	11	-18	2	-3	0	2	0.7	0
N#CC1=C(N)Oc2ccc3ccccc3c2C1c1cccnc1 (centres undefined)	-15	34*	14	6	15	53*	-6	-1.3	-6
NC(=O)N/N=C/c1cn(-c2ccccc2)nc1-c1cccnc1	-7	5	-11	-10	-9	4	nt	0.1	-7
COc1ccc2c(OC)c3ccoc3nc2c1OC	0	0	25	0	-1	2	0	-0.2	1
COC(=O)C1=C(N)Oc2cc(C)[nH]c(=O)c2C1c1cccnc1 (centres undefined)	6	8	37	-11	-4	3	12	-0.7	-1
COC(=O)c1cc2sc(Cl)cc2n1CC(=O)NCC1CCCO1 (centres undefined)	-9	2	23	-13	2	-2	8	-1.2	-4
COc1cc(/C=C/C(=O)O)cc(S(=O)(=O)Nc2cccc(S(=O)(=O)N3CCOCC3)c2)c1OC	-20	-7	14	26	9	1	nt	0.4	-7
Cc1nc2ccccn2c1C(=O)NN	-15	1	-17	-15	-4	-1	-3	0.8	-3
Nc1cc(C(=O)c2ccccc2)ccc1[N+](=O)[O-]	3	7	-4	-12	0	4	6	2.8	1
CNc1ccc(S(=O)(=O)NCC(=O)OCC(=O)Nc2cccc(Cl)c2Cl)cc1[N+](=O)[O-]	-21	4	48	0	-4	-2	7	0.9	-25
CN(C)C(=O)C(=O)c1cccn1-c1ccccc1C#N	-3	1	58	-13	4	-3	-1	1.9	-7
O=[N+]([O-])c1ccccc1S(=O)(=O)n1cnc2ccccc21	-22	2	-56	22	5	-4	4	0.2	0
C/C(=N\NC(=O)c1ccc(Br)cc1)C1C(=O)c2ccccc2C1=O	11	6	-17	20	-8	2	-4	-1.0	-16
CCOC(=O)N1CCN(C(=O)C2CCN(S(=O)(=O)c3ccc(Br)s3)CC2)CC1	-7	1	3	4	4	-3	-6	-0.4	-2
COc1ccc(-c2nc(C)c(C(C)=O)n2O)cc1	-12	2	-16	23	17	-1	-2	0.5	-16
CCOC(=O)N1CCN(C(=O)CCN2C(=O)COc3ccccc32)CC1	-5	4	23	2	1	5	8	1.1	-14
N/C(Cc1cccs1)=N\OC(=O)COc1ccccc1	-8	6	16	1	1	0	10	1.0	-4
COC(=O)[C@@]1(Cc2ccccc2)[C@@H]2C(=CC(=O)[C@H]2CC(=O)C(=O)N(C)C)CN1C(=O)c1ccccc1	-17	-3	44	-56	-9	-5	-3	1.6	-10

A few values from the entries so far:
NC(=O)N/N=C/c1cn(-c2ccccc2)nc1-c1cccnc1 in S1P4 ag shows 0.1
COc1ccc2c(OC)c3ccoc3nc2c1OC in BaF3 parental shows 0
COC(=O)c1cc2sc(Cl)cc2n1CC(=O)NCC1CCCO1 (centres undefined) in S1P4 ag shows -1.2
O=[N+]([O-])c1ccccc1S(=O)(=O)n1cnc2ccccc21 in NPY-Y2 PAM-ag shows 5

Further structures.
SMILES	S1P4 antag	BaF3 parental	CHOP inh	NPY1 pot ag	NPY-Y2 PAM-ag	Ba/F3 V617F tox	NPY-Y1 antag	S1P4 ag	NCF1 inh
COC(=O)c1sc(NC(=O)c2ccoc2C)nc1C	-4	8	-35	-5	22	2	-7	-0.1	-27
CCOC(=O)CN(C(=O)CN1CCOCC1)c1ccc(Br)cc1	-5	-3	15	4	15	0	-6	0.8	7
O=C(COC(=O)c1ccc(CSc2ccc(Cl)cc2)cc1)Nc1ccccc1	-13	4	26	-12	1	-2	0	-0.6	4
O=C(Nc1ccc(S(=O)(=O)N2CCCCC2)cc1)c1ccccc1Cl	-19	1	39	31	4	-4	1	0.5	-3
CC1CCC(NC(=O)c2ccc(N3CCCC3=O)cc2)CC1 (centres undefined)	-2	9	16	7	-4	1	-2	-0.2	-4
Cc1cccc(N2CCN(C(=O)c3ccc4ncsc4c3)CC2)c1C	-9	54*	57	-9	-20	60*	5	0.4	-1
C=C(C)C1Cc2c(C)nn(-c3ccccn3)c2C1 (centres undefined)	-3	2	29	10	0	-4	0	1.5	-11
COc1cccc(NC2=Nc3cccc4cccc2c34)c1	-12	-1	22	2	-6	-2	2	-0.1	-10
COc1ccccc1CN1C(=O)CCC1(C)C(=O)NCc1cccnc1 (centres undefined)	6	5	-12	-2	1	1	-8	0.2	-8
CCc1ccc(-c2nc(CN3CCCC(C(=O)NCCc4ccc(OC)c(OC)c4)C3)c(C)o2)cc1 (centres undefined)	-13	3	48	3	-2	4	4	2.5	-6
COCC(=O)Nc1ccc([N+](=O)[O-])cc1C	2	-2	30	-2	13	-4	-2	-0.1	0
Cc1nnc(NC(=O)CCC(=O)N2CCC(C)CC2)s1	-11	0	3	-7	1	-2	-7	-1.1	-1
CNC(=S)N/N=C/c1ccccc1Cl	-3	4	6	-16	-2	0	4	-1.0	-6
Cc1cc(F)c(F)c(C(=O)N2CCC(C)CC2)c1Cl	0	5	10	3	-2	-2	3	0.5	-22
O=C(CSc1nnc(-c2ccco2)n1CC1CCCO1)c1ccccc1 (centres undefined)	-5	9	0	-15	-47	3	8	1.3	-9
Cc1ccc(S(=O)(=O)/N=C/c2cc(Br)ccc2O)cc1	-13	5	27	-12	3	-2	0	1.4	-4
C=CCN(C(C)=O)C1CC(=O)N(c2ccc(OCCC)cc2)C1=O (centres undefined)	-17	4	8	-8	-11	3	-2	0.8	-7
N#Cc1cc([N+](=O)[O-])ccc1NCCc1ccccn1	-23	2	3	-2	4	0	-2	-0.7	-7
O=C(C1CCCCN1S(=O)(=O)c1ccccc1[N+](=O)[O-])N1CCCC1 (centres undefined)	4	-1	13	17	11	-2	-2	0.7	-4
Cc1nn2c(-c3ccc(Cl)cc3)nnc2s1	-20	0	24	-12	-7	-1	4	-0.6	-4
COc1ccccc1Oc1coc2cc(OC(=O)N3CCOCC3)ccc2c1=O	-2	2	30	-19	-15	1	-2	0.9	-8
COC(=O)Nc1c(C)n(C)n(-c2ccccc2)c1=O	14	2	14	-7	-4	-3	2	0.3	-5
O=C(NNc1cccc(Cl)n1)Nc1ccc(F)cc1	-12	6	15	1	7	0	4	1.3	-8
CC(C)(C)NNC(=S)Nc1ccc(S(=O)(=O)N2CCOCC2)cc1	-3	0	-14	-7	-5	3	7	1.2	-5
CCOC(=O)c1cc(-c2ccco2)nc2c1c(C)nn2-c1cccc(Cl)c1	-2	8	5	7	10	-2	1	2.2	-30
O=c1cc(CO)oc(CN2CCN(CCO)CC2)c1O	6	8	2	2	0	1	5	0.5	-12
CCc1ccc(N/C(SCc2cccc(F)c2)=C(/C#N)C(=O)NCc2ccco2)cc1	-12	6	43	-8	-4	-2	4	2.5	-6
O=C(N/N=C/c1ccncc1)c1cccc([N+](=O)[O-])c1	-15	11	7	-22	1	4	2	2.2	-5
Clc1cccc(OCc2nc(-c3ccncc3)n[nH]2)c1	-18	9	0	9	-16	3	1	1.2	-2
COc1ccc2[nH]cc(C(=O)CN3CCN(C(=O)c4ccco4)CC3)c2c1	-24	3	47	0	13	-1	-10	5.1	-5
COc1ccc(NC(=O)c2[nH]c(C)c(C(C)=O)c2C)cc1Cl	3	6	6	12	5	4	12	1.5	-8
COc1cccc(C2=NO[C@@H]3C(=O)N(c4ccc5c(c4)OCCO5)C(=O)[C@H]23)c1OC	-16	3	-5	-17	-12	0	8	3.0	-2
CC(C)(C)Sc1nc(O)cc(=O)[nH]1	-2	7	-3	-8	-6	2	-1	0.5	-20
OC(CNC1CCCC1)COCCOc1ccc(Br)cc1 (centres undefined)	19	-2	4	2	-22	0	nt	-1.9	-11
CCOC(=O)c1c(C)[nH]c(C)c1C(=O)COC(=O)/C=C/c1cccc(Cl)c1	6	7	63	-18	-3	6	3	1.4	-44

High-throughput results deposited in PubChem by several laboratories.
